# OX1R antag-1: antagonists of human orexin 1 receptor (OX1R) | Orexin/Hypocretin receptor type 1 (Homo sapiens), O43613 | OX1R-expressing cells, FRET antagonist read-out | inhibition, % at 6.6 µM | hit rate 1.8% among 330,000 | AID 485270, 2010; in the data active = inhibition mostly above about 38%, no sharp cut-off; inactive = mostly below about 40%;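 also: 0% = agonist challenge alone and 100% = reference antagonist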
# Target sequence (O43613 whole entry, looked up): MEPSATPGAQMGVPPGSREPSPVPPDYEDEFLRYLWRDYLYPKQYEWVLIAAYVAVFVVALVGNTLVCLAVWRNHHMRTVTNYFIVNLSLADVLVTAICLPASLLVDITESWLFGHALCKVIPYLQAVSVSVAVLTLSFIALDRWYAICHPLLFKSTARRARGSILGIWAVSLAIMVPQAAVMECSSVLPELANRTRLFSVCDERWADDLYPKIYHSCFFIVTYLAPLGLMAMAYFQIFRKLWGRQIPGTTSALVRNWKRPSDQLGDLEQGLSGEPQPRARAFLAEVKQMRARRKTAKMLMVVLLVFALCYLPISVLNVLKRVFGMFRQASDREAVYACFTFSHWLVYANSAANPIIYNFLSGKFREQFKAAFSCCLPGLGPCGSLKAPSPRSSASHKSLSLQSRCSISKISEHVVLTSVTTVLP
# OX1R antag-2: OX1R (HCRTR1) antagonists, primary screen, fluorescence, CHO/OX1R cells, Fluo-8 calcium, orexin A | Orexin/Hypocretin receptor type 1 (Homo sapiens), O43613 | Fluo-8 calcium fluorescence | inhibition, % at 5 µM | hit rate 0.43% among 330,000 | AID 434989, 2010;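 active = inhibition above its plate's threshold, mean inhibition of all tested compounds on the plate plus 3 SD, cut at about 37% in these data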;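 also: 0% = orexin A challenge wells and 100% = SB-334867-A antagonist wells; not every result past the cut was called active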
# STK33 kinase inh: inhibitors of purified STK33 kinase, primary screen, biochemical, ADP-Glo luminescence, homogeneous, cell-free. MBP phosphorylation. inhibition, % at 10 µM. hit rate 0.073% among 320,000. AID 2661, 2010;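 active = inhibition at or above 25%, using the most active replicate where run in duplicate; inactive = inhibition below 25%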
# Target sequence (Q9BYT3 whole entry, looked up): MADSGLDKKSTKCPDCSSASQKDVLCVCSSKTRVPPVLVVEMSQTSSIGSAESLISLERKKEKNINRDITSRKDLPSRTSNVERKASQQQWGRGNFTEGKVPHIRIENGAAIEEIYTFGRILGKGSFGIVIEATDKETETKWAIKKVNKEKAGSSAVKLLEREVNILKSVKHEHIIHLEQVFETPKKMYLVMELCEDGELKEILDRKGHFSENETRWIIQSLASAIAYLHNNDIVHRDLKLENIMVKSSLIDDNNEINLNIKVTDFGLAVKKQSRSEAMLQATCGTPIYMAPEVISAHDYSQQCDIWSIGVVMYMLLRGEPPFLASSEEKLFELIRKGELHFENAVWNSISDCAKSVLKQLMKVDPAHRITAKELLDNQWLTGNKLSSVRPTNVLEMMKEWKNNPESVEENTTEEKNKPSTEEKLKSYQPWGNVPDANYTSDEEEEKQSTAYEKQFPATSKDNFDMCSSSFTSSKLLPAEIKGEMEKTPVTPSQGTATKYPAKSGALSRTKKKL
# * hit, by the source's call; x = not tested or not shown.
OX1R antag-1,OX1R antag-2,STK33 kinase inh,Structure
-5.4,-8.1,-0.3,COc1ccc(NC(=O)c2cc3ccc4c5ccccc5[nH]c4c3cc2O)cc1
30.9,-39.0,-0.1,CCc1ccc(CN(C)C(=O)c2cc(COc3ccc(OC)cc3Cl)on2)nc1
8.7,-11.1,0.0,COc1cccc(CN(C)C(=O)Cc2ccc(OC)c(S(=O)(=O)N3CCOCC3)c2)c1
0.9,-19.9,-1.6,CN(C(=O)CSc1nnc(CNC(=O)c2ccccc2)o1)c1ccccc1
1.7,-5.4,-0.6,CC(C)(C)C(=O)COC(=O)C1=NN(c2ccccc2)C(=O)CC1
44.9,-1.9,-0.8,COc1cc(N=Nc2c(C)n(C)n(-c3ccccc3)c2=O)ccc1N
25.9,-2.5,-1.0,CN(C)S(=O)(=O)c1cccc(NC(=O)CSc2nc3ccccc3[nH]2)c1
10.7,0.6,-0.9,CC(=O)N1CC(=O)N(Cc2ccccc2)/C(=C/c2ccccc2)C1=O
3.9,-17.6,-0.4,CCn1nc(C(=O)NCc2ccco2)c(Cl)c1Cl
8.2,-21.1,-1.6,C/C(CC(=O)Nc1c(C)cc(C)cc1C)=N\NC(=O)c1cnccn1
19.4,-19.9,-0.4,O=c1c2ccccc2cnn1Cc1ccc(Br)cc1F
2.9,-8.5,-0.6,C[C@@H](C(=O)Nc1ccc2c(c1)OCO2)n1c(=O)[nH]c2ccccc2c1=O
18.7,-24.0,-0.6,CC1=C(C(=O)OC(C)C)C(c2cccnc2)C2=C(CC(C)(C)CC2=O)N1 (configuration not stated)
11.9,-18.0,-0.7,Cc1cc(CN(C)Cc2c(C(=O)N3CCCCCCC3)nc3ccc(Cl)cn23)n[nH]1
19.8,-5.5,0.1,COC(=O)[C@@]1(Cc2ccc(OC)cc2)[C@H]2c3cc(C(=O)N4CCCC4)n(CCSCCO)c3C[C@H]2CN1C(=O)c1ccccc1
4.2,-26.5,-1.5,Cn1c(O)c(N=NC(=O)Cn2c(C(F)(F)F)nc3ccccc32)c2ccccc21
6.1,-3.9,0.3,CCCCSc1nnc(-c2ccccc2NC(C)=O)c(=O)[nH]1
12.0,-21.8,0.6,CCc1ccccc1NC(=O)CN1CCN(CC(=O)NCc2ccc(Cl)cc2)CC1
19.7,-14.1,0.7,Cc1ccc(C)c(-n2[nH]c3c4c(ccc3c2=O)C(=O)c2ccccc2C4=O)c1
37.1,-19.8,-2.7,COc1ccc2nc(Nc3nc(-c4ccncc4)cs3)sc2c1
-1.4,-13.5,-1.4,CSc1ncccc1C(=O)N1CCN(S(=O)(=O)c2ccc3ccccc3c2)CC1
30.4,-29.1,-0.5,Cc1ccc(O)c(C(=O)c2cnc(/N=C(\N)N(C)C)nc2)c1
18.5,-18.1,2.1,CC(C)NC(=O)C1(c2ccccc2)CCOCC1
22.6,-19.0,-2.2,Cc1cccnc1NC(=S)Nc1ccc(Br)cc1Cl
30.1,-12.2,0.1,C[C@H]1[C@H]2c3nc4ccccc4n3C[C@H]1ON2C1CCCCC1
10.7,-2.8,0.5,CSC(=NNC(=O)c1ccc(O)cc1)SC
0.9,-7.0,0.8,CC1Sc2ccc(C(=O)N3CCCC(C(F)(F)F)C3)cc2NC1=O (configuration not stated)
22.4,-21.1,-2.4,Cn1cccc1/C=N/N1CCN(c2ccccc2)CC1
6.7,-29.2,-0.2,CSc1ccc(-c2nc(CN(C)C3CCOC3)c(C)o2)cc1 (configuration not stated)
10.5,-23.2,-2.0,COc1cc(/C=C2\SC(=Nc3ccc(O)cc3)NC2=O)cc(OC)c1OC
22.6,-24.4,0.7,Clc1ccc(-c2nc3ccccn3c2CN2CCOCC2)cc1
31.6,3.0,-1.0,O=C(NCCCCCCNC(=O)c1ccccc1O)c1ccccc1O

# Continued (6 carried over from the part before).
OX1R antag-1,OX1R antag-2,STK33 kinase inh,Structure
0.9,-7.0,0.8,CC1Sc2ccc(C(=O)N3CCCC(C(F)(F)F)C3)cc2NC1=O (configuration not stated)
22.4,-21.1,-2.4,Cn1cccc1/C=N/N1CCN(c2ccccc2)CC1
6.7,-29.2,-0.2,CSc1ccc(-c2nc(CN(C)C3CCOC3)c(C)o2)cc1 (configuration not stated)
10.5,-23.2,-2.0,COc1cc(/C=C2\SC(=Nc3ccc(O)cc3)NC2=O)cc(OC)c1OC
22.6,-24.4,0.7,Clc1ccc(-c2nc3ccccn3c2CN2CCOCC2)cc1
31.6,3.0,-1.0,O=C(NCCCCCCNC(=O)c1ccccc1O)c1ccccc1O
29.5,-27.6,-0.1,COc1ccc(S(=O)(=O)NCC(=O)N(CC(=O)NCc2ccco2)C2CCCC2)cc1
-2.2,5.0,0.6,Cn1ncc(Br)c1NC(=O)CSc1ccc(Cl)cc1
47.6,10.0,0.0,O=C(CC1Nc2cccc3cccc(c23)NC1=O)Nc1ccccc1 (configuration not stated)
26.6,-12.8,-0.7,O=C(COc1ccc(Cl)cc1Cl)Nn1c(=S)[nH]c2ncccc2c1=O
1.6,-31.3,2.2,CCCCN1C(=O)C(=O)N(CC(=O)c2ccc3c(c2)CCCC3)C1=O
12.7,-12.9,-2.9,O=C(O)C1C2C=CC(C2)C1C(=O)OCC1CCCO1 (configuration not stated)
3.3,-13.5,-0.6,C/C(CCc1ccccc1)=N\NC(=S)NCCc1ccccc1
5.3,-2.2,-1.1,CCOc1nc(NCCC2=CCCCC2)nc(N2CCOCC2)n1
6.3,-26.4,0.3,Nc1nc(-c2ccccc2)cn1/N=C/c1ccccc1
15.3,-7.3,-1.1,Cc1ccccc1CSc1ccc(-c2ccc3c(c2)OCO3)nn1
15.9,-8.3,-1.7,Cc1cc(C)n(C(=O)Cn2nc(C)c(Br)c2C)n1
29.2,0.3,0.5,Oc1cccc(C(O)CNCc2ccc(OCc3ccc(Cl)cc3Cl)cc2)c1 (configuration not stated)
14.2,-7.6,-0.6,O=C(O)c1cccnc1SCc1ccc([N+](=O)[O-])cc1
29.6,-14.5,0.9,COc1ccc(OC)c(C2C3=C(N=C4SCC(=O)N42)c2ccccc2CC3)c1 (configuration not stated)
23.3,-13.1,x,CN(C(=O)COC(=O)CSc1cc(Cl)ccc1Cl)c1c(N)n(Cc2ccccc2)c(=O)[nH]c1=O
30.8,3.2,-0.8,N/C(=N\OS(=O)(=O)c1cccc([N+](=O)[O-])c1)c1ccncc1
25.5,-29.1,-0.7,O=C(CCCCCNC(=O)c1ccccc1)N=Nc1c(O)[nH]c2c(Br)cc(Br)cc12
69.9*,36.4,1.4,Cc1ccc(S(=O)(=O)N2[C@@H](c3cccc(Cl)c3)C(C(=O)O)=CC[C@H]2c2ccc(C(C)C)cc2)cc1
2.6,-27.4,-3.4,Cc1cccc(NC(=O)Cn2nnc3sc4c(c3c2=O)CC(C)(C)OC4)c1
9.5,-3.0,-0.5,COCCCNC(=O)c1ccc(Cn2c(=O)[nH]c3ccccc3c2=O)cc1
3.4,26.1,x,Cc1cc(OCC(=O)Nc2nnc(C3CC3)s2)ccc1C(C)C
7.9,-23.4,0.1,CN(C)CCNc1nc2c(c(=O)[nH]c(=O)n2C)n1CC(O)COc1ccc(Cl)cc1Cl (configuration not stated)
16.1,-11.4,0.2,c1coc(CNc2nc(N3CCCCC3)nc3ccccc23)c1
5.5,3.0,-1.2,O=C(NCc1cccs1)C1CCN(S(=O)(=O)c2ccc3c(c2)OCCO3)CC1
8.8,-6.8,-2.4,O=C(c1cc(Br)c(Br)s1)N1CCOCC1
50.6*,1.5,0.3,O=C(CCNS(=O)(=O)c1ccc2nsnc2c1)N1CCN(c2ccncc2)CC1
14.7,-22.4,-0.6,CCn1cc(CNC(=O)C2CCC(=O)N(Cc3ccc(Cl)cc3)C2)cn1 (configuration not stated)
6.0,-3.5,-0.3,CNC(=S)NNC(=O)c1ccc(=O)n(Cc2ccc(Cl)cc2Cl)c1
-1.0,-6.2,-1.5,Cn1cc(Cl)c(C(=O)NNC(=S)NC2CCCCC2)n1
5.8,8.9,2.9,CC1=C(C(N)=O)C(c2ccc(Cl)cc2)NC(=O)N1 (configuration not stated)
13.1,31.4,0.3,O=C(Oc1ccc(-c2cn3c(n2)SCC3)cc1)c1ccccc1
28.1,-24.4,-0.6,COc1ccc(C(=O)CSc2nc3ccccc3n2CC(=O)NC(C)(C)C)cc1
5.2,-6.5,-3.1,NCCCC[C@H]1CNC(=O)C(=O)N1CCC12CC3CC(CC(C3)C1)C2
6.6,30.3,x,CC[C@]12c3[nH]c4ccc(Cl)cc4c3CCN1C(=O)[C@@H](CC(=O)NC/C=C(\C)CCC=C(C)C)C[C@@H]2C(=O)N1CCN(C(=O)c2ccco2)CC1
13.9,-12.2,1.9,Cc1ccc(NC(=O)CSc2nccc(=O)[nH]2)c(S(=O)(=O)N2CCOCC2)c1
17.2,4.2,0.0,CCN(c1ccccc1)S(=O)(=O)c1ccc(Cl)c(NC(=O)CNCc2ccccc2OC)c1
17.3,-14.7,-1.2,O=C(Nc1ccccc1N1CCOCC1)c1cccc([N+](=O)[O-])c1
97.5*,-8.6,-0.7,Fc1ccc(NC(=S)Nc2cccnc2)c(Cl)c1
6.2,-9.2,-1.6,CN(C)C(=S)c1ccccc1
0.8,-11.8,-0.6,CC(C)NC(=O)C1c2ccccc2Oc2ccccc21
58.2,10.6,-0.8,CS(=O)(=O)c1ncc(Cl)c(C(=O)Nc2ccc(N3CCOCC3)cc2)n1
13.4,12.4,-0.1,O=C(NCC(c1ccco1)N1CCCC1)c1ccc(S(=O)(=O)Nc2ccc(F)cc2)cc1 (configuration not stated)
13.4,-3.4,-2.6,CCOC(=O)C1=C(O)C(=O)N(Cc2ccccc2)CC1
1.6,-11.2,-0.5,Cc1cc(=O)[nH]c(NN)n1
46.9,-14.9,-0.2,CS(=O)(=O)N1CCN(Cc2ccc([N+](=O)[O-])cc2)CC1
-1.0,-15.3,-1.0,FC(F)(F)c1cc(Oc2ccc(Cl)cc2)ncc1-c1nnc(-c2ccc(Cl)cc2)o1
0.0,2.2,-1.7,COc1ccc(-c2cc(C(=O)N3CCN(C(=O)c4ccccc4F)CC3)[nH]n2)cc1
20.0,1.4,x,O=S(=O)(c1ccccc1Br)N(CC(O)COCc1ccccc1)C1CC1 (configuration not stated)
8.5,-5.9,-1.8,CCOC(=O)C1(Cc2ccc(O)cc2)NC(c2ccccc2F)C2C(=O)N(C)C(=O)C21 (configuration not stated)
12.1,-7.8,-1.1,CC(C)CNC(=O)c1ccccc1N(Cc1ccccc1)S(C)(=O)=O
13.1,-27.1,-0.9,CC(=C\c1ccccc1)/C=C1/SC(=S)N(CCC(=O)Nc2ccccn2)C1=O
16.1,-8.7,-1.1,COc1cc(NC(=S)N2CCN(S(=O)(=O)c3ccc(C)cc3)CC2)cc(OC)c1
-3.5,-21.2,-1.7,O=C(NCC(c1ccco1)N1CCN(c2ccccc2)CC1)C(=O)NC1CCCC1 (configuration not stated)
11.0,-30.5,-1.7,CCc1nn(CCCC(=O)NCc2cc(Br)ccc2OC)c(=O)c2cc3occc3n12
11.0,-17.1,-1.5,O=[N+]([O-])c1ccc(OCCCOc2cccc3cccnc23)cc1
95.9*,-11.8,-1.5,O=C(C1CCCO1)N1CCN(S(=O)(=O)c2cccc3nsnc23)CC1 (configuration not stated)

# Next part.
OX1R antag-1,OX1R antag-2,STK33 kinase inh,Structure
22.7,-9.4,1.5,COc1ccc(CNC(=O)CCc2nnc3ccc(N4CCC5(CC4)OCCO5)nn23)cc1
4.5,-37.6,0.0,CC(=O)c1ccccc1NC(=O)C1CC(=O)N(c2ccc3c(c2)OCCO3)C1 (configuration not stated)
4.0,-31.1,0.4,Cc1nn(CCO)c2nc(-c3cccs3)cc(C(F)(F)F)c12
6.8,-22.6,-1.3,O=C(O)c1cc2cc(Cl)ccc2oc1=O
6.6,-22.6,-3.0,O=C(COc1ccccc1/C=C1/NC(=O)NC1=O)Nc1ccccc1
5.3,-25.8,-1.3,CCOC(=O)C1=C(CC)Nc2ccccc2N/C1=N\S(=O)(=O)c1cccc(C(C)=O)c1
24.2,-31.3,-2.5,CCOC(=O)C1(CC2CCCCO2)CCN(Cc2nccn2-c2ccc(OC)cc2)CC1 (configuration not stated)
16.4,-25.1,0.8,COc1cccc(CN2CCNC(=O)C2CC(=O)NCCn2cccn2)c1OC (configuration not stated)
36.3,-25.8,0.2,CC(=O)CCc1ccc(Oc2nc(-c3cccnc3)nc3ccccc23)cc1
4.4,-28.4,-2.6,CCCNC(=O)C1CN(S(=O)(=O)c2ccccc2)CCN1S(=O)(=O)c1ccccc1 (configuration not stated)
11.2,-19.2,0.8,COC(=O)N/N=C(/c1ccccc1)C1CCCCC1
5.2,-32.4,x,C=CCn1c(SCC(=O)NC(=O)NCc2ccco2)nc2sc(CC)cc2c1=O
20.4,-34.0,0.0,Cc1cccc(N(C(=O)c2csnn2)C(C(=O)NCc2ccccc2)c2cccs2)c1 (configuration not stated)
24.3,4.5,-1.2,COc1ccc(C(=O)Nc2ccc(C(=O)c3ccccc3)cc2)cc1
54.4*,-23.8,0.0,CC(C)n1c(=NC(=O)c2ccco2)c(C#N)cc2c(=O)n3ccccc3cc21
-11.4,-67.8,0.6,CCOC(=O)n1c(=O)n(Cc2ccccc2Cl)c2ccccc21
13.4,-15.4,0.6,COc1ccccc1C(O)(C(=O)NNc1cccc(C)c1)c1ccccc1OC

# A few values from above.
# Under OX1R antag-2, CCOC(=O)n1c(=O)n(Cc2ccccc2Cl)c2ccccc21 has -67.8
# Under OX1R antag-2, CCCCN1C(=O)C(=O)N(CC(=O)c2ccc3c(c2)CCCC3)C1=O has -31.3
# Under OX1R antag-1, Fc1ccc(NC(=S)Nc2cccnc2)c(Cl)c1 has 97.5*
# Under STK33 kinase inh, CC1=C(C(=O)OC(C)C)C(c2cccnc2)C2=C(CC(C)(C)CC2=O)N1 (configuration not stated) has -0.6

# An unsorted share of the library; any-hit rate near 2.2%.
